APP transl inh: APP translation inhibition | SH-SY5Y APP 5'UTR-luciferase reporter, luminescence | 0.82% of 190,000 active | AID 1285 | inhibition, % at 2 µM;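 active = inhibition above a set limit, derived from the sample mean plus 3 SD, cut at about 45% in these data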; also: values of inactives mirror those of a sister screen read the other way
STAT3 inh: STAT3 signaling inhibition; U3A cells, IL-6 STAT3-luciferase reporter, luminescence; host cell line lacks STAT1; inhibition, % at 5.5 µM; 0.89% of 190,000 active;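 active = inhibition above the mean inhibition across all screened compounds plus 3 SD, cut at about 44% in these data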;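 also: 0% = DMSO only wells and 100% = 100 µM nifuroxazide control wells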
Diaphorase inh: counter-screen for diaphorase-based assays: diaphorase inhibitors and chemical oxidizers. diaphorase resazurin-to-resorufin fluorescence, NADH, 16 min; bacterial (C. kluyveri) enzyme, not human. inhibition, % at 20 µM. 0.69% of 190,000 active. AID 1217;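 active = primary screen inhibition at 20 µM above a set limit, cut at about 50% in these data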;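 also: plate controls were DMSO with full reaction for no effect and wells lacking NADH for full effect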
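System: Bacterial diaphorase enzyme (C. kluyveri) | Incubation: 16-min room-temperature incubation before reading | Benchmarks: No-NADH positive control and DMSO neutral control | Measured by: Resorufin fluorescence 544/590 nm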
STAT1 activator: activators of IFN-gamma induced STAT1 signaling | NIH 3T3 STAT1-luciferase reporter, luminescence; 100% = IFN-gamma alone, no compound | activation (% of control), % at 5.5 µM | 2.6% of 200,000 active | AID 932;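 active = activation above the screen-wide mean activation plus 3 SD, cut at about 130% in these data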;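 also: raw ratio to IFN-gamma control signal so 100% means no change and 0% no light; values of inactives mirror those of a sister screen read the other way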
G6PDH counter: L. mesenteroides G6PDH inhibition counter-screen; Purified L. mesenteroides G6PDH, diaphorase/resazurin coupled fluorescence, 45 min; inhibition, % at 5 µM; 0.12% of 200,000 active; in the data active = inhibition above about 50%
Hsp70 activator: transcriptional activators of Hsp70; HeLa Hsp70 promoter luciferase reporter, luminescence; scaled: vehicle 0, proteasome-inhibitor control 100%; activation, % at 10 µM; 0.04% of 200,000 active; AID 1203;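 active = activation above the mean across all tested compounds plus 3 SD, cutoff set per campaign, cut at about 5.5% in these data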;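 also: 100% = MG132 at 30 µM as the positive control and 0% = DMSO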
Diaphorase act: diaphorase activation or chemical reduction counter-screen | Diaphorase/resazurin coupled assay, resorufin fluorescence, 16 min; stronger effect = higher value; 1 = vehicle wells, 0 = NADH-free wells | 0.005% of 190,000 active | AID 1229 | activation factor at 20 µM;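 active = diaphorase activity raised at least twofold by the compound at 20 µM; inactive = activation factor below 2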
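Test system: Clostridium kluyveri diaphorase, purified enzyme; input: enzyme 0.07 U/mL final; buffer or medium: 50 mM HEPES pH 7.4 with 4.542 mM MgCl2, 0.005% Tween 20; also added: 0.114 mM NADH and 0.1 mM resazurin, final amounts; schedule: 16 min enzyme reaction, ambient temperature; technique: fluorescence of resorufin, 544 nm excitation, 590 nm emission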
STAT3 activator: activators of IL-6 induced STAT3 signaling; U3A cells, IL-6 STAT3-luciferase reporter, luminescence; 100% = signal with IL-6 EC80 alone; activation (% of control), % at 5.6 µM; 0.91% of 190,000 active; AID 871;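 active = activation above the screen-wide mean of compound activation plus 3 SD, cut at about 130% in these data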;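 also: 0% = background luminescence of wells with medium and substrate only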
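Material: STAT3-luciferase reporter U3A cells; Probe or stimulus: IL-6 (33 ng/mL); Incubation: compound pre-incubation 1 h before IL-6, then 6 h stimulation at 37 °C; Technique: luminescence from STAT3-driven luciferase reporter; Evaluation: % activation versus median of IL-6-stimulated wells; Controls: IL-6-only high control.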
STAT1 inh: inhibitors of IFN-gamma induced STAT1 signaling | inhibition, % at 5.5 µM | NIH 3T3 STAT1-luciferase reporter, luminescence | 0.35% of 200,000 active;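 active = inhibition above a set limit, the mean inhibition across all tested compounds plus 3 SD, cut at about 34% in these data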;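 also: 0% = IFN-gamma with DMSO and 100% = IFN-gamma with 300 µM nifuroxazide; values of inactives mirror those of a sister screen read the other way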
TLR4 MyD88 comp: TLR4-MyD88 interaction inhibition in cells. O00206+Q99836. HeLa CL3-4 TLR4/MyD88 BLA complementation, FRET ratio. inhibition, % at 8.4 µM. 0.18% of 200,000 active; in the data active = inhibition above about 25%;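 also: 0% = vehicle and 100% = reference inhibitor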
Target sequence (O00206 whole entry, looked up): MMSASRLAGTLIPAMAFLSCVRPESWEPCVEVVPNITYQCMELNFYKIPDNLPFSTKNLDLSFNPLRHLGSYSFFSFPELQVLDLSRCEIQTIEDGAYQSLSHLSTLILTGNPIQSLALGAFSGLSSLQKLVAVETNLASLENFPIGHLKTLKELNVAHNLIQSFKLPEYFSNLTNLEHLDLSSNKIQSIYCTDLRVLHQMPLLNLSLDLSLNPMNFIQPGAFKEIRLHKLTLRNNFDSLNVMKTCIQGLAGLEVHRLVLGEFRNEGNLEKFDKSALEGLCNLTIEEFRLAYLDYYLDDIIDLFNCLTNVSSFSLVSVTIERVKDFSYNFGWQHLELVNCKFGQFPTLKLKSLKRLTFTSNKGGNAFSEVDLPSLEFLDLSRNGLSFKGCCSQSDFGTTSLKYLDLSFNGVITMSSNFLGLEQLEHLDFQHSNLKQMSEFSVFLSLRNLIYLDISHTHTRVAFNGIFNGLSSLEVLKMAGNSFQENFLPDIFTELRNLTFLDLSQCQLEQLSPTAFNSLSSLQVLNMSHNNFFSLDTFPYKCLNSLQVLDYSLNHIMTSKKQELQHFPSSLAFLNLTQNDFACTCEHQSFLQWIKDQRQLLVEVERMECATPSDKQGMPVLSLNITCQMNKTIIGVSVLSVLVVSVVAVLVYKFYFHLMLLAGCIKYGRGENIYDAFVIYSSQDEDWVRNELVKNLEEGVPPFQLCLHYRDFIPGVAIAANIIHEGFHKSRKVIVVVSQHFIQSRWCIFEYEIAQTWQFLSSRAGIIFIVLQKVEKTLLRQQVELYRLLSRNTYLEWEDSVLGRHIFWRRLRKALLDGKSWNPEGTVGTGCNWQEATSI
Target sequence (Q99836 whole entry, looked up): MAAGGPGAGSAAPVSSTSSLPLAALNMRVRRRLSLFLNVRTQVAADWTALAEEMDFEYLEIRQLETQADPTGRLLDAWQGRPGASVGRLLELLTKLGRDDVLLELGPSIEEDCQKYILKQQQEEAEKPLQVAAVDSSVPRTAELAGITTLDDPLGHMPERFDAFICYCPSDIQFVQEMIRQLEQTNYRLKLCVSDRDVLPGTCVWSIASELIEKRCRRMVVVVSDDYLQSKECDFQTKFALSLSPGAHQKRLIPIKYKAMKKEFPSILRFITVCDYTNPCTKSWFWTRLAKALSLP
* marks the source's active call; other numbers are inactive results; x = no result given.

[1] COc1ccc(C2(CNS(=O)(=O)c3ccccc3)CCOCC2)cc1
[2] O=C(COC(=O)[C@H](Cc1c[nH]c2ccccc12)NC(=O)c1cccs1)NCc1ccccc1
[3] COC(=O)c1ccc(NC(=S)NCC2CC2)cc1
[4] CCCCN(CC)CCNC(=O)c1cc2c(=O)[nH]c3ccccc3c2n1C
[5] O=C(COC(=O)c1ccccc1[N+](=O)[O-])c1ccc(C2CCCCC2)cc1
[6] CCCC[C@@H]1CNC(=S)N1CCCC
[7] CCOC(=O)C1CCCN(C/C(O)=C(\C#N)c2nc(-c3ccccc3)cs2)C1 (centres undefined)
[8] CC(=O)Nc1ccc(S(=O)(=O)N2CCN(CCC#N)CC2)cc1

assay / compound	1	2	3	4	5	6	7	8
APP transl inh	-6	-1	-16	10	-36	-5	7	24
STAT3 inh	12	12	21	2	25	x	-14	-2
Diaphorase inh	6	20	x	14	2	2	17	2
STAT1 activator	107	96	112	104	84	101	111	107
G6PDH counter	3	10	14	5	6	1	12	-6
Hsp70 activator	-0.1	-0.1	-0.1	0.1	-0.6	0.2	-0.4	-0.1
Diaphorase act	0.9	0.8	x	0.9	1	1	0.8	1
STAT3 activator	96	93	84	102	80	x	111	102
STAT1 inh	-9	5	-14	-6	18	1	-10	-7
TLR4 MyD88 comp	-7	6	-1	9	-3	-12	-1	-6

[9] CC(C)CCNC(=O)c1ccc(Cl)c(NC(=O)c2ccccc2F)c1
[10] Cc1cccc(N2C(S)=C(C#N)C(=O)NC23CCCCC3)c1
[11] Cc1ccc(C(=O)c2c(NC(=O)c3ccccc3C)sc(C)c2C)cc1
[12] Cc1ccccc1NC(=O)C1CC(=O)N(c2ccc3c4c(cccc24)CC3)C1 (centres undefined)
[13] CC[n+]1c(/C=C2\C=C(C)CC(C)C2)sc2ccccc21 (centres undefined)
[14] CC1CCCCN1C(=O)COc1ccc(F)cc1 (centres undefined)
[15] O=C(NCc1ccccc1Cl)C1CCN(C(=O)c2sccc2-n2cccc2)CC1
[16] Cc1ccc(NC(=O)CSc2nc(C)c(Cc3ccccc3)c(=O)[nH]2)cc1

assay / compound	9	10	11	12	13	14	15	16
APP transl inh	-4	2	-1	-6	5	-7	-27	11
STAT3 inh	1	4	5	9	14	7	-1	6
Diaphorase inh	-10	6	12	18	15	-2	16	-7
STAT1 activator	97	106	94	101	75	106	83	99
G6PDH counter	6	5	-31	6	3	9	4	4
Hsp70 activator	-0.2	-0.2	-0.2	-0.2	-0.4	0.0	0.0	-0.2
Diaphorase act	1.1	0.9	0.9	0.8	0.8	1	0.8	1.1
STAT3 activator	102	101	104	97	94	100	100	100
STAT1 inh	1	-7	7	-1	28	-7	16	3
TLR4 MyD88 comp	-6	9	6	12	1	-2	2	-5

Eleven entries out of the list, arranged by length of the SMILES, lowest first:
[6] CCCC[C@@H]1CNC(=S)N1CCCC
[14] CC1CCCCN1C(=O)COc1ccc(F)cc1 (centres undefined)
[3] COC(=O)c1ccc(NC(=S)NCC2CC2)cc1
[10] Cc1cccc(N2C(S)=C(C#N)C(=O)NC23CCCCC3)c1
[8] CC(=O)Nc1ccc(S(=O)(=O)N2CCN(CCC#N)CC2)cc1
[9] CC(C)CCNC(=O)c1ccc(Cl)c(NC(=O)c2ccccc2F)c1
[11] Cc1ccc(C(=O)c2c(NC(=O)c3ccccc3C)sc(C)c2C)cc1
[15] O=C(NCc1ccccc1Cl)C1CCN(C(=O)c2sccc2-n2cccc2)CC1
[16] Cc1ccc(NC(=O)CSc2nc(C)c(Cc3ccccc3)c(=O)[nH]2)cc1
[5] O=C(COC(=O)c1ccccc1[N+](=O)[O-])c1ccc(C2CCCCC2)cc1

assay / compound	6	14	3	10	8	9	11	15	16	5
APP transl inh	-5	-7	-16	2	24	-4	-1	-27	11	-36
STAT3 inh	x	7	21	4	-2	1	5	-1	6	25
Diaphorase inh	2	-2	x	6	2	-10	12	16	-7	2
STAT1 activator	101	106	112	106	107	97	94	83	99	84
G6PDH counter	1	9	14	5	-6	6	-31	4	4	6
Hsp70 activator	0.2	0.0	-0.1	-0.2	-0.1	-0.2	-0.2	0.0	-0.2	-0.6
Diaphorase act	1	1	x	0.9	1	1.1	0.9	0.8	1.1	1
STAT3 activator	x	100	84	101	102	102	104	100	100	80
STAT1 inh	1	-7	-14	-7	-7	1	7	16	3	18
TLR4 MyD88 comp	-12	-2	-1	9	-6	-6	6	2	-5	-3

[2] O=C(COC(=O)[C@H](Cc1c[nH]c2ccccc12)NC(=O)c1cccs1)NCc1ccccc1

assay / compound	2
APP transl inh	-1
STAT3 inh	12
Diaphorase inh	20
STAT1 activator	96
G6PDH counter	10
Hsp70 activator	-0.1
Diaphorase act	0.8
STAT3 activator	93
STAT1 inh	5
TLR4 MyD88 comp	6

Carrying on.
[17] Cc1nn(C2CCS(=O)(=O)C2)c(Cl)c1/C=C/C(=O)OCC(=O)Nc1ccccc1OC(F)F (centres undefined)
[18] COCc1cc(C)nc(OCC(=O)N/N=C/c2cccc(OC)c2)c1C#N
[19] Cc1ccc2c(c1)-c1cc(C)nn1C(c1ccc3c(c1)OCO3)N2 (centres undefined)
[20] Cc1noc(C)c1C(=O)OCC(=O)C12CC3CC(CC(C3)C1)C2
[21] CCN(CC)CCC(=O)Nc1ccc2c(c1)N(C(=O)CN(CC)CC)c1ccccc1CC2
[22] CN1CC=C2C(C#N)=C(N)C(C#N)(C#N)[C@H](c3cccs3)[C@H]2C1
[23] CC(Sc1nncn1C)C(=O)NCc1ccc2c(c1)OCO2 (centres undefined)
[24] O=C(O)CNC(=S)N(Cc1ccccc1Cl)C1CCCCC1

assay / compound	17	18	19	20	21	22	23	24
APP transl inh	-9	-14	-15	3	3	-6	-9	-15
STAT3 inh	9	0	-8	0	4	-6	-5	1
Diaphorase inh	8	27	20	-1	4	26	9	-4
STAT1 activator	96	109	99	100	109	92	102	108
G6PDH counter	6	13	-36	8	9	8	5	2
Hsp70 activator	0.0	-0.2	0.3	-0.1	-0.3	0.0	-0.1	1.0
Diaphorase act	0.9	0.7	0.8	1	1	0.7	0.9	1
STAT3 activator	96	105	108	102	99	107	106	101
STAT1 inh	4	-9	1	-1	-11	8	-4	-10
TLR4 MyD88 comp	4	-3	-6	-10	2	-5	5	10

[25] Cc1ccc(C)c2[nH]c(=O)c(CCNC(=O)c3ccc(Br)o3)cc12
[26] CC1=CC(C)(C)N(C(=O)CN2C(=O)c3ccccc3C2=O)c2ccccc21
[27] COc1cccc(CC2CC(=O)N(c3ccc4c(C)cc(=O)oc4c3)C2=O)c1 (centres undefined)
[28] COc1ccc(N(C(=O)Cn2nnc3ccccc32)C(C(=O)NCc2ccco2)c2cccnc2)cc1 (centres undefined)
[29] CCn1c(-c2cc(-c3ccccc3OC)nc3ccccc23)n[nH]c1=S
[30] CC(=O)c1c(N2CCN(C)CC2)[nH]c(-c2ccccc2)nc1=S
[31] COC(=O)c1ccc(NC(=O)Cn2nc(C)cc2C)cc1
[32] Fc1cccc(COc2ccccc2C(=S)N2CCCC2)c1

assay / compound	25	26	27	28	29	30	31	32
APP transl inh	7	-4	-6	-3	-17	4	-4	-16
STAT3 inh	30	2	4	-1	-10	4	-2	0
Diaphorase inh	x	21	10	21	11	26	1	10
STAT1 activator	101	102	114	103	104	106	103	99
G6PDH counter	x	-4	12	1	1	2	4	1
Hsp70 activator	0.4	0.0	-0.3	-0.2	-0.2	-0.3	0.1	0.1
Diaphorase act	x	0.8	0.9	0.8	0.9	0.7	1	0.9
STAT3 activator	77	103	108	106	109	100	103	106
STAT1 inh	4	-2	-16	-3	-4	-7	-4	1
TLR4 MyD88 comp	-1	-5	1	-7	-1	-1	4	2

A different layout for 2 compounds above.
item	SMILES	APP transl inh	STAT3 inh	Diaphorase inh	STAT1 activator	G6PDH counter	Hsp70 activator	Diaphorase act	STAT3 activator	STAT1 inh	TLR4 MyD88 comp
25	Cc1ccc(C)c2[nH]c(=O)c(CCNC(=O)c3ccc(Br)o3)cc12	7	30	x	101	x	0.4	x	77	4	-1
26	CC1=CC(C)(C)N(C(=O)CN2C(=O)c3ccccc3C2=O)c2ccccc21	-4	2	21	102	-4	0.0	0.8	103	-2	-5

New compounds follow.
[33] CCSc1nnc(NC(=O)CSc2nc3c(c(=O)n2CC)SC(C)C3)s1 (centres undefined)
[34] CCOC(=O)CSc1nc(-c2ccccc2)nc2c1oc1ccccc12
[35] CC(=O)Nc1ccc(C(=O)OCC(=O)NCc2ccc(Cl)cc2)cc1
[36] O=C(NCc1ccco1)c1cnc2ccccn2c1=O
[37] N#Cc1c(-c2ccc(Cl)cc2)nc2n(c1=O)CCCS2
[38] Cc1nc2ccc(S(=O)(=O)NCC(=O)N3CCc4ccccc4C3)cc2s1
[39] CN(C(=O)c1cc2sccc2n1C)C1CCCCC1
[40] COCc1nc2ccccc2n1Cc1ccccc1C

assay / compound	33	34	35	36	37	38	39	40
APP transl inh	-10	15	2	2	-1	-1	-81	-22
STAT3 inh	12	-37	-3	7	-1	6	3	2
Diaphorase inh	-5	14	14	11	12	20	-4	10
STAT1 activator	92	93	108	90	114	103	142*	105
G6PDH counter	4	2	-4	-5	6	-16	2	5
Hsp70 activator	-0.2	-0.3	-0.2	-0.2	-0.3	0.0	0.0	-0.2
Diaphorase act	1	0.9	0.9	0.9	0.9	0.8	1	0.9
STAT3 activator	93	137*	104	94	105	98	101	103
STAT1 inh	9	8	-10	11	-15	-3	-46	-8
TLR4 MyD88 comp	-1	-4	-7	4	-7	4	5	-4

[41] Nc1nc(C(=O)N2CCOCC2)nn1S(=O)(=O)c1ccc(Cl)cc1
[42] Cc1nnc(SCc2ccc(C(=O)c3ccc(Cl)cc3)o2)n1-c1ccccc1
[43] CN(CC(=O)Nc1nccs1)S(=O)(=O)c1ccc(F)cc1
[44] COc1cc(/C=C/C(=O)Nc2ccc3[nH]c(=O)[nH]c3c2)cc(OC)c1OC

assay / compound	41	42	43	44
APP transl inh	4	-2	-2	-10
STAT3 inh	14	0	8	5
Diaphorase inh	10	1	11	7
STAT1 activator	94	102	99	98
G6PDH counter	-10	-2	-15	7
Hsp70 activator	-0.5	-0.2	-0.1	0.1
Diaphorase act	0.9	1	0.9	0.9
STAT3 activator	92	103	96	101
STAT1 inh	6	-3	2	3
TLR4 MyD88 comp	8	-7	7	17
